# Source: PubChem (National Center for Advancing Translational Sciences (NCATS))
# TDP-43 yeast inh – rescues yeast growth from TDP-43 toxicity; TDP-43 expressing yeast growth rescue, BacTiter-Glo, 24 h; Potency, µM (doses to about 46.1 µM), without a hit: at the highest dose growth rescue (activation), usual class: activators; actives 1.8% (n = 410,000); AID 652104; also: % of control where 0% means no effect; nearly all actives have a fitted effect of over 50% in size
#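 In this qHTS, compounds that restore growth of yeast expressing TDP-43 appear as activators. Cells (OD600=0.02, galactose medium, raffinose-pregrown) are incubated with compound 24 hr at 30 deg C and growth is quantified by BacTiter-Glo.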
# aSyn yeast inh – alpha-synuclein toxicity inhibition in yeast. Yeast expressing alpha-synuclein, growth rescue, BacTiter-Glo, 24 h. Potency, µM (highest dose often 46.1 µM), without a hit: at the top dose growth rescue (activation), most hits filed as activators. actives 0.14% (n = 370,000). AID 652106; also: % of control where 0% means no effect; nearly all actives have a fitted effect of over 65% in size
#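 Readout is rescue of growth in alpha-synuclein-expressing yeast, so inhibitors of toxicity appear as activators. Growth after 24 hr at 30 deg C in galactose medium is quantified by luminescence.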
# PTHR1 ag – agonists of human PTHR1 parathyroid hormone receptor. AID 743266. Q03431. actives 0.075% (n = 410,000). HEK293 GP2 PTHR1 cells, GloSensor cAMP luminescence, 1 h. Potency, µM (highest dose often 115 µM), for inactives: at the highest dose activation, hits mostly activators; also: nearly all actives have a fitted effect of over 55% in size; some results filed as inactive show a strong effect at the top dose; inactives centre near -15; many of its hits are not listed in these tables
# Target sequence (Q03431 whole entry, looked up): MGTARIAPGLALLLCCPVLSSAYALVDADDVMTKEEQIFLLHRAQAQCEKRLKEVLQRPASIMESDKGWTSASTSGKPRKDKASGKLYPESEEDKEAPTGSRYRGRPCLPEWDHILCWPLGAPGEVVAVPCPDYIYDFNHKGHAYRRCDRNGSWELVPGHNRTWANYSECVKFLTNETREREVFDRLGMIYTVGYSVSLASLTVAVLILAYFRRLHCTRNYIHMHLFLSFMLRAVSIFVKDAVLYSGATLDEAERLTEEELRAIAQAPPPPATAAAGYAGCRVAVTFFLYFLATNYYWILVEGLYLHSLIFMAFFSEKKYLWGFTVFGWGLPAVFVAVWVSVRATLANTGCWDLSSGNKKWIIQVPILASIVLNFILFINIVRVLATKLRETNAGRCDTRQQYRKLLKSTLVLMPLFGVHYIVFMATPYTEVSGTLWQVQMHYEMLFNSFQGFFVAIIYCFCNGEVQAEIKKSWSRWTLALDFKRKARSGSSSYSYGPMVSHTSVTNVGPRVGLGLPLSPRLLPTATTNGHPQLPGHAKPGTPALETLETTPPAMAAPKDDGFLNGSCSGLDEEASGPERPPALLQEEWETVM
#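 HEK-293-derived GP2 cells expressing PTHR1 and a GloSensor cAMP reporter, 3,000/well, plated overnight, given luciferin plus IBMX (each 0.5 mM as added) for 1 h at 37 °C, then compound for 1 h at 37 °C. Luminescence was read after 15 min at room temperature.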
# FUS yeast rescue – rescues growth of FUS-expressing yeast; actives 0.24% (n = 390,000); S. cerevisiae FUS-expressing, growth rescue, OD600, 24 h; Potency, µM (top dose mostly 76.6 µM), without a hit: top-dose growth rescue (activation), hits mostly activators; AID 1347120;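 also: plate controls were DMSO vehicle for no effect and reference control for full effect; nearly all actives have a fitted effect of over 55% in size; some results filed as inactive show a strong effect at the top dose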
#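 S. cerevisiae expressing FUS from galactose induction served as the toxicity model. Growth after 24hr at 30C, read as absorbance at 600 nm, indicates suppression of toxicity; compounds dosed at several concentrations.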
# EPAC1 antag – EPAC1 (human) antagonism; O95398; EPAC1 GEF assay, Rap1b-BODIPY-GDP exchange fluorescence; Potency, µM (highest dose often 115 µM), without a hit: top-dose activity change, negative = inhibition, usual class: inhibitors; actives 0.14% (n = 360,000); AID 720709;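 also: plate controls were vehicle for no effect and positive control for full effect; nearly all actives have a fitted effect of over 50% in size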
# EPAC2 agonist – EPAC2 (human) agonism; EPAC2 activation, biochemical qHTS; response scale: 100% = 6.5 mM cAMP response; Q8WZA2; Potency, µM (highest dose often 154 µM), for the others: at the highest dose activation, hits mostly activators; actives 0.079% (n = 360,000); AID 720711; also: nearly all actives have a fitted effect of over 50% in size
#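 Readout is BODIPY fluorescence (480 nm excitation, 540 nm emission), which falls as labeled GDP is exchanged off Rap1B. EPAC2 at 100 nM acted on 250 nM RAP1B-BODIPY-GDP with 50 uM GDP present.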
# EPAC1 ag – agonists of human EPAC1. EPAC1 agonist qHTS, biochemical assay; response scale: 100% = response to 6.5 mM cAMP. Potency, µM (titrated, usually from 154 µM), without a hit: at the highest dose activation, usual class: activators. actives 0.073% (n = 360,000). AID 720707; also: nearly all actives have a fitted effect of over 60% in size
#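 Nucleotide exchange by EPAC1 (100 nM) on Rap1B–BODIPY-GDP (250 nM) in the presence of 50 uM GDP is tracked fluorescently at 480/540 nm over 30 min. Signals are normalized to a 6.5 mM cAMP control.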
# EPAC2 antagonist – antagonists of human EPAC2; Potency, µM (doses to about 114 µM), without a hit: at the top dose activity, negative = inhibition, most hits filed as inhibitors; actives 0.18% (n = 360,000); Q8WZA2; EPAC2 GEF exchange of Rap1B-BODIPY-GDP, fluorescence; also: % is scaled to controls: 0 for no effect and ±100 for the full control effect; nearly all actives have a fitted effect of over 45% in size; many of its hits are not listed in these tables
# * hit, by the source's call; i = inactive; ? = inconclusive; / = not tested or not shown; [ ] = remark or other dose. Calls follow the shape of the dose curve; as a rule, active = well fitted curve in the direction sought with a large enough effect; inconclusive = small, poorly fitted or top-dose-only effect, or another doubt; inactive = no such curve, though single readings can be large; an effect the other way counts as inactive or inconclusive. Potency is read from the fitted curve at half-maximal effect. An excerpt. The share of hits here may be higher or lower than overall.
# Every second line gives: TDP-43 yeast inh	EPAC2 antagonist	EPAC1 antag	PTHR1 ag	FUS yeast rescue	EPAC1 ag	EPAC2 agonist	aSyn yeast inh
CN(c1ccccc1)S(=O)(=O)c1cccc(NC(=O)CSc2ncc(C(F)(F)F)cc2Cl)c1
    8%	-2%	-31%	-2%	29%	5%	0%	6%
COC(=O)c1cccc(N(C(=O)CNC(=O)c2ccco2)C(C(=O)NC2CCCC2)c2ccco2)c1 (configuration not stated)
    7%	5%	5%	i	1%	-6%	-5%	3%
O=c1oc(-c2ccc(O)c(O)c2)cc2cc(O)cc(O)c12
    12%	?	?	-14%	-8%	0%	-1%	-1%
COC(=O)Cc1c[nH]c2cccc(OCC(O)CN(Cc3ccccc3)C(C)C)c12 (configuration not stated)
    7%	-2%	-9%	-12%[57.5 µM]	9%	4%	-5%	-2%
O=C(CN1C(=O)CSc2cc(S(=O)(=O)N3CCCCCC3)ccc21)NCCc1ccccc1
    -1%	-8%	22%	0%	32%	22%	-3%	1%
CN(C)c1nc(N2CCN(c3ccccc3)CC2)c(C#N)c(=O)o1
    20%	4%	5%	i	-10%	-5%	-2%	/
CCN(CC(=O)Nc1c(F)cccc1F)C(=O)c1cccnc1Sc1ccccc1
    -12%	17%	12%	i	10%	0%	5%	-1%
O=C(C[n+]1cc(-c2ccccc2)n2c1CCCCC2)c1ccc(Cl)cc1
    -7%[0.397 µM]	12%	-4%	-11%	19%	4%	2%	10%
COc1ccccc1-c1nnc(SCCN2CCOCC2)n1-c1ccc(C)cc1
    2%	3%	-1%	-2%[57.5 µM]	10%	-3%	-9%	-4%
NC1=NS(=O)(=O)NC1c1cccc(Cl)c1 (configuration not stated)
    1%	14%	13%	i	-4%	-2%	3%	1%
COCCNC(=O)C1(C)Cc2c(-c3cccc(NC(C)=O)c3)ccnc2O1 (configuration not stated)
    10%	-29%	-18%	-23%	-12%	10%	5%	1%
COc1ccc2oc(=O)c(-c3nnc(N)s3)cc2c1
    1%	5%	2%	-8%	20%	-3%	-3%	?
COc1cc(-c2cc(OC)c(O)c(OC)c2)cc(OC)c1O
    -19%	-2%	2%	-9%	3%	-4%	5%	-8%
Cc1cc(Cl)ccc1NC(=S)NCCc1ccc(S(N)(=O)=O)cc1
    4%	0%	11%	-16%[57.5 µM]	4%	7%	-4%	-3%
O=C(COCc1cc(-c2ccc3c(c2)OCO3)on1)N1CCN(c2ccc(F)cc2)CC1
    3%	7%	-11%	-56%[inhibitor]	-13%	-1%	5%	0%
C/C(=N/Oc1nc(C)cc(C)n1)c1ccc(Br)cc1
    21%	13%	12%	-10%	-45%	-4%	-3%	-15%
Cc1cccn2c(=O)c3cc(C(=O)N4CCCCC4C)sc3nc12 (configuration not stated)
    ?	7%	12%	-57%[inhibitor]	6%	-5%	5%	-4%[1.84 µM]
CCCc1c(O)nc(SC2CC(=O)N(c3cc(OC)ccc3OC)C2=O)[nH]c1=O (configuration not stated)
    12%	4%	12%	i	22%	12%	1%	-4%
CC(Oc1ccccc1)C(=O)N1CCN=C1SCc1ccccc1 (configuration not stated)
    -21%	-6%	-10%	-20%	14%	13%	19%	-3%
CCOc1cc(/C=N\NC(=O)C2C(=O)NCC2c2ccccc2)ccc1OC (configuration not stated)
    5%	5%	-26%	i	/	-1%	6%	-8%
CCN(CC)c1ccc(/C=C/C(=O)c2cccnc2)cc1
    4%	-16%	-6%	-23%	-15%	3%	1%	-2%
Cc1cccc2cc(C(c3nnnn3Cc3ccccc3)N3CCN(C)CC3)c(=O)[nH]c12 (configuration not stated)
    13%	13%	6%	i	18%	0%	-6%	5%
Cc1ccc(C(=O)N2CCN(c3ccccc3F)CC2)cc1S(=O)(=O)N1CCOCC1
    -11%	-7%	-7%	-24%	14%	7%	4%	11%
CCOc1ccc(N2C(=O)Nc3ccccc3C2(O)C(=O)NCc2ccco2)cc1 (configuration not stated)
    -31%[inhibitor]	28%	6%	-2%	22%	6%	7%	-8%
Fc1cccc(F)c1-n1c(CN2CCCCC2)csc1=S
    -24%[0.397 µM]	?	?	-54%	7%	-7%	9%	6%
CN(C)CCCn1c(SCC(=O)N2c3ccccc3Sc3ccccc32)nc2ccccc2c1=O
    1%	?	5%	15%	?	9%	6%	-11%
CN(c1cccc(Cl)c1)S(=O)(=O)c1cccc(C(=O)NCc2ccncc2)c1
    -13%	-3%	-22%	-51%[inhibitor]	4%	-2%	11%	-3%
Cc1ccc(CN2CCN(Cc3ccc(-n4cccn4)cc3C)CC2CCO)cc1 (configuration not stated)
    -14%	5%	-13%	-1%	9%	-4%	-10%	1%
CC1CC(=O)NN=C1c1cccs1 (configuration not stated)
    8%	12%	-22%	i	-22%	11%	6%	-6%
O=C(Cn1cnc2c(cnn2-c2ccccc2)c1=O)c1ccc(Cl)cc1
    19%	-1%	-3%	-12%	-26%	14%	9%	-9%

# Some entries already given, limited to EPAC2 antagonist:
canonical_smiles | EPAC2 antagonist
C/C(=N/Oc1nc(C)cc(C)n1)c1ccc(Br)cc1 | 13%
Cc1cccn2c(=O)c3cc(C(=O)N4CCCCC4C)sc3nc12 (configuration not stated) | 7%
CCCc1c(O)nc(SC2CC(=O)N(c3cc(OC)ccc3OC)C2=O)[nH]c1=O (configuration not stated) | 4%
CC(Oc1ccccc1)C(=O)N1CCN=C1SCc1ccccc1 (configuration not stated) | -6%
CCOc1cc(/C=N\NC(=O)C2C(=O)NCC2c2ccccc2)ccc1OC (configuration not stated) | 5%

# Remaining list, next part:
# Every second line gives: TDP-43 yeast inh	EPAC2 antagonist	EPAC1 antag	PTHR1 ag	FUS yeast rescue	EPAC1 ag	EPAC2 agonist	aSyn yeast inh
CCOC(=O)CSc1nc2c(sc(=S)n2-c2ccccc2)c(=O)n1-c1ccc(OC)cc1OC
    -90%[inhibitor]	-6%	4%	?	?	7%	14%	-13%
COc1cccc(NC(=O)Cc2nnc(SCC(=O)c3ccccc3)n2C)c1
    18%	5%	8%	i	-4%	-1%	6%	0%
O=C(CSc1nnc(C2CC2)n1-c1ccccc1)NCc1ccco1
    5%	3%	-6%	-25%[57.5 µM]	-1%	5%	-1%	11%
O=C(CN1C(=O)C2C3C=CC(C3)C2C1=O)Nc1cccc2c1CCCC2 (configuration not stated)
    -7%	-6%	-29%	i	-11%	3%	5%	-2%
CN(C)CCNC(=O)c1cccc(-c2cnc3c(NC=O)cc(-c4ccc(C(=O)N5CCOCC5)cc4)cn23)c1
    10%	1%	-5%	-17%	-3%	2%	0%	-1%
O=C(C1CCCCC1)N1C[C@@H](O)[C@H](n2cc(-c3ccc(F)cc3)nn2)C[C@@H]1c1ccc(Cl)cc1
    ?	7%	-4%	-15%	?	-2%	11%	4%
Cc1ccc(S(=O)(=O)N2CCCC(C(=O)NCc3ccccc3F)C2)cc1 (configuration not stated)
    -12%	1%	6%	-23%	-4%	-5%	-3%	-3%
Cc1ccc(-n2c(CNC(=O)c3cccs3)nnc2SCC(=O)NO)cc1
    5%	1%	-1%	18%	-3%	5%	2%	-2%
CCN(CC(=O)NCc1ccc(F)cc1)C(=O)/C=C/c1ccc(S(=O)(=O)N(CC)CC)cc1
    -2%	-2%	-2%	-7%	22%	7%	10%	1%
Clc1ccc(-c2cc(COc3ccc4ccccc4c3)no2)cc1
    13%	11%	9%	i	/	-4%	2%	-6%
CCCN(CC(=O)Nc1ccccc1OC)C(=O)Cn1c(=O)oc2ccccc21
    0%	4%	10%	-10%	6%	3%	0%	3%
Cc1c(OCC(=O)NC(Cc2ccc(Cl)cc2)C(=O)O)ccc2c1oc(=O)c1ccccc12 (configuration not stated)
    ?	-9%	-4%	-21%	-9%	4%	4%	-1%
O=C(Nc1ccccc1)C1=C[C@H](c2ccc(Br)cc2)C[C@H](OCc2ccc(CO)cc2)O1
    ?	5%	-16%	-11%	30%	7%	13%	11%
CC(C)(C)c1ccc(C(=O)Nc2ccc(CN3CCS(=O)(=O)CC3)cc2)cc1
    -14%[1.82 µM]	2%	-24%	-35%[inhibitor]	?	-5%	-18%	1%
COc1ccc2c(CCNC(=O)c3ccc([N+](=O)[O-])cc3)c[nH]c2c1
    -14%	-11%	-12%	-8%	3%	8%	10%	-5%
Cc1ccc(C(=O)N2N=C(c3ccccc3)CC2(O)C(F)(F)F)o1 (configuration not stated)
    -5%[0.397 µM]	-11%	-18%	-9%	8%	0%	6%	3%
CCCNC(=O)C1(C)CCCN(Cc2ccccc2F)C1 (configuration not stated)
    6%	-4%	-7%	i	0%	9%	13%	6%
COc1ccc(NC2c3ccccc3C(=O)N2Cc2ccccc2Cl)cc1OC (configuration not stated)
    8%	-5%	-4%	-29%	14%	19%	16%	5%
O=C(O)c1cc(-c2ccc(Cl)s2)[nH]n1
    -10%	2%	-8%	i	6%	-3%	3%	-6%
COC(=O)c1ccc(-c2noc(CN(C)CCC3CCCCO3)n2)cc1 (configuration not stated)
    -9%	-2%	-17%	-12%	8%	9%	6%	0%
Cn1c(Br)nc2c1c(=O)n(Cc1ccccc1)c(=O)n2C
    21%	-2%	-4%	i	2%	11%	7%	1%
CCOC(=O)c1[nH]nc(C(=O)c2ccc(Br)cc2)c1O
    -20%	8%	5%	i	-2%	-2%	3%	0%
COc1cc(CNC2CCCCCC2)cc(OC)c1OC
    -24%	13%	19%	i	20%	-2%	3%	-6%
COc1ccc(NC(=S)Nc2ccc3nccnc3c2)cc1
    3%	-1%	0%	-47%	13%	7%	15%	-1%
CC(Sc1nc(C2CC2)n(-c2ccccc2)n1)C(=O)c1c(N)n(C)c(=O)n(C)c1=O (configuration not stated)
    9%	-3%	0%	i	38%	-8%	1%	-2%
CC(=O)NNC(=O)c1csc(-c2csc(C)n2)n1
    -3%	3%	16%	-21%	23%	3%	11%	-6%
COc1cccc(C(=O)OCC(=O)NC2CCCc3ccccc32)c1O (configuration not stated)
    1%	1%	0%	-36%[inhibitor]	30%	?	-12%	1%
CCOC(=O)Nc1ccc(S(=O)(=O)N2CCC(c3nc4ccccc4[nH]3)CC2)cc1
    7%	-1%	-8%	-10%	-27%	20%	8%	0%
